Screens (PubChem)
A549 viability – kills or reduces viability of A549 cells in Nrf2 counter-screen. A549 ARE-Fluc cells, CellTiter-Fluor viability, 18-24 h. Potency, µM (series often up to 46 µM), for the others: at the top dose activity change, negative = cytotoxicity, actives largely listed as inhibitors. actives 0.16% (n = 390,000). AID 504648; further: potency means the concentration at half of the fitted maximal effect; on the % scale 0 is the no-effect control and ±100 the full control effect
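Cytotoxicity counterscreen: CellTiter-Fluor fluorescence was measured in A549 ARE_Fluc cells after 18-24 h of compound exposure in a concentration series. The subsequent BugLite luminescent read reports ARE-luciferase activity.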
S2 tox – reduces viability in counter-screen for ATXN expression inhibitors. AID 651635. Potency, µM (doses to about 56.7 µM), actives largely listed as cytotoxic. S2 cells (HEK-293 line with an ATXN2-luciferase reporter) viability, CellTiter-Fluor protease fluorescence, 24 h. actives 0.49% (n = 400,000); further: potency means the concentration at half of the fitted maximal effect; nearly all actives have a fitted effect of over 40% in size
IL1B secr inh – inhibitors of inflammasome signaling (IL-1 beta secretion). THP-1 LPS/ATP IL-1B secretion, AlphaLISA, 16 h; stronger effect = lower value. activity change, % at 57.5 µM. actives 4.7% (n = 360,000); in the data active means activity change below about -50%; inconclusive means mostly about -30% to -49%; further: on the % scale 0 is the no-effect control and ±100 the full control effect
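Secreted IL-1B measured by AlphaLISA bead assay after 16 h compound exposure of THP-1 cells; compounds (final up to 57.5 uM) added 1 h before LPS (250 ng/mL) and ATP (1.25 mM) stimulation; lower signal means less secretion.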
Nrf2 ARE act – Nrf2 pathway activation; AREc32 ARE-luciferase reporter (MCF7-derived line), luminescence, 24 h; Potency, µM (series often up to 46.1 µM), without a hit: top-dose activation, actives largely listed as activators; actives 0.31% (n = 410,000); further: potency means the concentration at half of the fitted maximal effect; % of control where 0% means no effect; nearly all actives have a fitted effect of over 65% in size
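Steps: seed AREc32_Fluc cells (1000/well, 5% FBS OPTI-MEM); incubate overnight at 37 deg C; add 23 nL compound; incubate 24 hr; add Steady-Glo; hold 30 min RT; read luminescence.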
ATXN2 expr inh – inhibitors of ATXN2 expression; Potency, µM (top dose mostly 57 µM), for the others: top-dose activity change, negative = inhibition, actives largely listed as inhibitors; AID 1745845; actives 0.72% (n = 360,000); HEK-293 ATXN2-luciferase reporter, luminescence, 24 h; further: potency means the concentration at half of the fitted maximal effect; on the % scale 0 is the no-effect control and ±100 the full control effect; nearly all actives have a fitted effect of over 55% in size
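ATXN2-luciferase reporter cells (luciferase flanked by upstream and downstream ATXN2 gene portions) were treated 24 h at 37 °C with compounds at up to 57 uM. SteadyGlo luminescence gave expression; GF-AFC fluorescence gave viability.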
MCF10A rereplic – induces DNA re-replication in MCF 10a normal breast cells | MCF 10A DNA re-replication, Hoechst nuclear intensity, 48 h | Potency, µM (series often up to 46.1 µM), without a hit: top-dose activity, positive = re-replication, hits mostly activators | actives 2.9% (n = 350,000); further: potency means the concentration at half of the fitted maximal effect; % of control where 0% means no effect; nearly all actives have a fitted effect of over 50% in size
HepG2 tox – kills HepG2 cells in TGF-b inhibitor counter-screen; AID 588856; Potency, µM (series often up to 46.1 µM), for inactives: at the top dose activity change, negative = cytotoxicity, most hits filed as cytotoxic; actives 0.76% (n = 410,000); HepG2 CAGA-GFP viability, ATP luminescence, 18 h; further: potency means the concentration at half of the fitted maximal effect; some results filed as inactive show a strong effect at the top dose
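CellTiter-Glo luminescence gave cytotoxicity after 18 hours at 37 degrees C. The cells were HepG2 CAGA-GFP in 1% FBS DMEM, stimulated with 500 pg/mL TGF-beta after compound addition. %Activity was normalised to no-cell wells (complete cell-killing) and DMSO (no toxicity), and curves were fitted and classified.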
Nrf2 block – blocks Nrf2 signaling | A549 ARE-Fluc reporter, luciferase luminescence, 18-24 h | Potency, µM (titrated, usually from 46 µM), inactives show top-dose activity change, negative = inhibition, most hits filed as inhibitors | actives 2.1% (n = 360,000); further: potency means the concentration at half of the fitted maximal effect; on the % scale 0 is the no-effect control and ±100 the full control effect; nearly all actives have a fitted effect of over 60% in size
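Quantitative HTS in A549 cells stably bearing an antioxidant response element-firefly luciferase construct. Inhibition of Nrf2-driven transcription was scored by luminescence after 18-24 h of compound exposure at 37 °C.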
TGFb SMAD3 inh – blocks TGF-b signaling. HepG2 CAGA-GFP TGF-b/SMAD3 reporter, GFP fluorescence, 18 h; TGF-beta stimulated, 500 pg/mL final. Potency, µM (doses to about 46.1 µM), inactives show at the highest dose activity, negative = inhibition, hits mostly inhibitors. actives 1.2% (n = 410,000). AID 588855; further: potency means the concentration at half of the fitted maximal effect; on the % scale 0 is the no-effect control and ±100 the full control effect; nearly all actives have a fitted effect of over 65% in size
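TGF-beta reporter screen: HEPG2 CAGA-GFP, 1% FBS, 500 pg/mL TGF-beta final, 18 h; per-cell GFP summed per well; curves fitted and categorized by class.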
* = called active by the depositor; i = inactive; ? = inconclusive; / = not tested or not shown; [ ] = dose if it differs, or a comment. Unless noted, the call rests on the fitted dose curve; in most records, active means well fitted curve in the direction sought with a large enough effect; inconclusive means small, poorly fitted or top-dose-only effect, or another doubt; inactive means no such curve, though single readings can be large; an effect the other way counts as inactive or inconclusive.

Second line of a record – A549 viability	S2 tox	IL1B secr inh	Nrf2 ARE act	ATXN2 expr inh	MCF10A rereplic	HepG2 tox	Nrf2 block	TGFb SMAD3 inh
> Cc1ccccc1NC(=O)OCc1ccccc1
→ 5%	i	?	1.7%	53%[activator]	5%	2%	16%	4%
> COCCN1Cc2cccc(C(=O)Nc3ccc(C)cc3)c2C1=O
→ -2%	i	-68*	0.0%	-3%	2%	-20%	-11%	1%
> Cc1ccc(NC(=O)N2CCCC(C(=O)O)C2)cc1 (stereo unspecified)
→ 2%	?	-9	0.0%	8%	6%	5%	-6%	-5%
> Cc1cc(C)n(CCc2nc3c4ccccc4nc(SCc4ccc(F)cc4)n3n2)n1
→ 2%	i	/	0.5%	-7%	/	-19%	/	0%
> O=C1CCc2cc(S(=O)(=O)NC(Cc3ccccc3)C(=O)NC3CCCC3)ccc2N1 (stereo unspecified)
→ -3%	i	1	-0.1%	2%	-1%	-5%	2%	0%
> C=CCSc1nnc(-c2cc(C(C)(C)C)nn2Cc2ccc(F)cc2)n1C
→ -11%	i	/	-0.2%	5%	-10%	-20%	?	-17%
> Cc1ccc(C(=O)NCCN2CCC(n3c(=O)[nH]c4ccccc43)CC2)cc1F
→ /	i	-24	3.9%	2%	/	/	/	/
> COc1ccc(OC)c(NC(=O)C2CCCN(S(=O)(=O)c3ccc(-n4cnnn4)cc3)C2)c1 (stereo unspecified)
→ -13%	i	-7	-0.3%	11%	27%	5%	8%	5%
> CN(C)c1ccc(CN2CCCCCC2)cc1
→ 8%	i	4	-0.3%	-5%	2%	6%	13%	-1%
> CC(C)CC(NC(=O)C1CCC(C)CC1)C(=O)Nc1ccccn1 (stereo unspecified)
→ 11%	i	-14	?	35%	-4%	-21%	18%	?
> O=c1[nH]c(SCc2ccccc2)nc2ccsc12
→ 0%	i	45	?	17%	18%	0%	-7%	-15%
> O=C(CCc1nc2ccccc2c(=O)[nH]1)NCCN1C(=O)S/C(=C\c2ccc(OC(F)F)cc2)C1=O
→ -1%	i	8	3.7%	11%	8%	10µM*	?	4%
> CCC[C@@H](CN[C@@H](CNC)[C@H](C)CC)NCC1CCC(C(C)(C)C)CC1 (stereo partly specified)
→ -10%	/	-53*	-2.8%	?	?	-119%	-19%	?
> CC1(C)Cc2c(sc3nc(SCC(=O)O)nc(N)c23)CO1
→ -9%	/	11	-0.6%	-12%	-3%	4%	-17%	6%
> Cc1ccccc1-c1n[nH]nc1C1=CC(=O)C[C@H](c2ccc(F)cc2)C1
→ /	i	?	0.1%	-30%	/	-79%	/	?
> S=c1[nH]nc(-c2ccc(Cl)cc2Cl)n1-c1ccc(Cl)cc1
→ -3%	i	10	-0.2%	-9%	-1%	-2%	-13%	9%
> C=C(C)Cn1c(N2CC(C)CC(C)C2)nc2c1c(=O)[nH]c(=O)n2C (stereo unspecified)
→ -10%	i	27	-0.7%	-12%	-5%	-10%	-12%	-18%
> CC(C)(C)c1ccc(C(=O)NCC(=O)O)cc1
→ 13%	i	0	0.7%	-29%	-4%	-4%	3%	4%
> NNC(=O)C1CCN(S(=O)(=O)c2ccc(Cl)cc2)CC1
→ -16%	i	-10	-0.5%	7%	3%	-6%	-10%	-4%
> CSc1ncccc1C(=O)OCC(=O)NC(C)C
→ -3%	i	13	-0.2%	3%	-2%	1%	0%	14%
> COCCN(C(=O)c1snc(C(N)=O)c1N)C(C(=O)NC1CCCCC1)c1cc(OC)c(OC)c(OC)c1 (stereo unspecified)
→ -9%	i	?	-0.6%	-22%	-1%	7%	-21%	19%
> COc1ccc(-c2nnn(CCc3nn[nH]n3)n2)cc1OC
→ ?	i	-10	-0.5%	-3%	5%	-3%	?	-4%
> CCOC(=O)c1c(NC(=O)CSc2nc3nc(C)cc(C)n3n2)sc(CC)c1C
→ 1%	i	28	-0.1%	-21%	15%	-5%	-1%	-15%
> CCOC(=O)C1(CC2CCCCO2)CCN(Cc2cccnc2)CC1 (stereo unspecified)
→ 9%	i	13	-0.6%	-25%	-7%	-1%	0%	-4%
> NS(=O)(=O)c1ccc(NC(=O)NC2CCCCC2)cc1
→ -4%	i	10	0.3%	14%	0%	1%	4%	0%
> COc1cc2c(C#N)c(N3CCc4ccccc4C3)nc(N)c2c(N)n1
→ -16%	i	-54*	3.4%	11%	?	-2%	-29%	0%
> O=C(CNC(=O)c1sc2ccccc2c1Cl)Nc1ccccc1F
→ -1%	i	-13	2.3%	6%	-1%	-29%	-1%	5%
> COc1ccc(CCNC(=O)C2CCN(c3ncnc4c3nc3n4CCCCC3)CC2)c(OC)c1
→ 4%	/	/	0.1%	/	/	3%	-27%	-8%
> CCOC(=O)C1(Cc2cccc(OC)c2)CCN(C2CCOCC2)CC1
→ 5%	i	21	-0.3%	0%	14%	3%	3%	5%
> COc1cc(C(=O)N2CCCc3ccccc32)cc(OC)c1OC
→ ?	?	35	-0.2%	-17%	10µM*	-28%	?	-6%
> C#CCNC(=O)C1=C[C@H](c2coc3ccccc3c2=O)C[C@H](OCc2ccc(CO)cc2)O1
→ -6%	i	11	3.0%	5%	-8%	-12%	-4%	-5%
> COc1ccc(CNC(=O)CN(C(=O)c2csnn2)c2ccc(F)cc2)cc1
→ -4%	i	0	-0.3%	31%	-38%[inhibitor]	6%	7%	4%
> Cn1c(SCCOc2cccc(Cl)c2)nnc1-c1ccncc1
→ -5%	i	-14	-0.1%	-4%	20%	-7%	?	13%
> CCc1ccc(CNC(=O)c2cc3ccccn3n2)cc1
→ -3%	i	/	3.0%	20%	/	1%	?	-10%
> COc1ccc(CCNC(=O)C23CN(Cc4ccccc4)CC2C(c2cccc([N+](=O)[O-])c2)=NO3)cc1 (stereo unspecified)
→ 6%	i	-7	0.4%	-1%	11%	-4%	-9%	-11%
> Cc1onc(-c2c(Cl)cccc2Cl)c1C(=O)Nc1c(C)n(C)n(-c2ccccc2)c1=O
→ ?	i	5	0.3%	-4%	2%	14%	2%	6%
> Cc1ccc(S(=O)(=O)N2CCN(C(=O)COC(=O)CNC(=O)c3ccc(Cl)cc3Cl)CC2)cc1
→ 0%	i	7	-0.1%	1%	0%	0%	1%	?
> CCOc1ccccc1CNC(=O)CNC(=O)c1cccs1
→ -20%	i	-3	4.4%	/	?	10%	10%	-1%
> CC1=Nn2c(nnc2-c2ccccc2Cl)SC1
→ 2%	i	5	0.1%	11%	0%	-15%	1%	-3%
> Cn1c(O)c(N=NC(=N)N)c2ccccc21
→ -6%	i	-4	0.0%	8%	-4%	-3%	?	11%
> CS(=O)(=O)N(Cc1ccccc1)c1ccc(C(=O)Nc2ccccc2C(=O)O)cc1
→ -1%	i	-2	-1.3%	/	-5%	-15%	2%	8%
> Cc1cc(=O)oc2cc(NC(=O)COc3ccccc3[N+](=O)[O-])ccc12
→ 7%	i	-24	-0.6%	/	-3%	0%	?	4%
> Cc1ccc(C(=O)Oc2ccc3ccc(=O)oc3c2)cc1
→ 0%	i	-2	0.7%	/	-6%	6%	3%	2%
> O=C(CCc1[nH]c2ccccc2c1Sc1ccccc1)N(CCO)CCO
→ -8%	i	2	0.1%	-2%	10%	5%	-9%	-4%
> COc1ccc(NC(=O)Cc2c(Sc3ccccc3)c3ccccc3n2C)cc1
→ 11%	i	-13	0.7%	-14%	9%	-4%	11%	8%
> CC(NS(=O)(=O)c1ccc(Cl)cc1)C(=O)N1CCOCC1 (stereo unspecified)
→ 1%	i	18	0.2%	3%	0%	2%	6%	0%
> COc1cc(/C=N/n2c(COc3ccccc3)n[nH]c2=S)cc(Br)c1O
→ -6%	i	37	0.3%	-4%	-2%	4%	-16%	1%
> COc1cc(-c2[nH]ncc2CN(C)Cc2nonc2C)cc(OC)c1OC
→ -1%	i	66	5.4%	/	-3%	-9%	?	-11%
> CCOC(=O)c1c(NC(=O)COC(=O)CCS(=O)(=O)c2ccc(C)cc2)sc(C)c1C
→ 14%	i	5	2.7%	?	2%	-1%	0%	-9%

Compounds shown so far that contain an aryl thioether with sulfur outside any ring:
Second line of a record – A549 viability	S2 tox	IL1B secr inh	Nrf2 ARE act	ATXN2 expr inh	MCF10A rereplic	HepG2 tox	Nrf2 block	TGFb SMAD3 inh
> Cc1cc(C)n(CCc2nc3c4ccccc4nc(SCc4ccc(F)cc4)n3n2)n1
→ 2%	i	/	0.5%	-7%	/	-19%	/	0%
> C=CCSc1nnc(-c2cc(C(C)(C)C)nn2Cc2ccc(F)cc2)n1C
→ -11%	i	/	-0.2%	5%	-10%	-20%	?	-17%
> O=c1[nH]c(SCc2ccccc2)nc2ccsc12
→ 0%	i	45	?	17%	18%	0%	-7%	-15%
> CC1(C)Cc2c(sc3nc(SCC(=O)O)nc(N)c23)CO1
→ -9%	/	11	-0.6%	-12%	-3%	4%	-17%	6%
> CSc1ncccc1C(=O)OCC(=O)NC(C)C
→ -3%	i	13	-0.2%	3%	-2%	1%	0%	14%
> CCOC(=O)c1c(NC(=O)CSc2nc3nc(C)cc(C)n3n2)sc(CC)c1C
→ 1%	i	28	-0.1%	-21%	15%	-5%	-1%	-15%
> Cn1c(SCCOc2cccc(Cl)c2)nnc1-c1ccncc1
→ -5%	i	-14	-0.1%	-4%	20%	-7%	?	13%
> O=C(CCc1[nH]c2ccccc2c1Sc1ccccc1)N(CCO)CCO
→ -8%	i	2	0.1%	-2%	10%	5%	-9%	-4%
> COc1ccc(NC(=O)Cc2c(Sc3ccccc3)c3ccccc3n2C)cc1
→ 11%	i	-13	0.7%	-14%	9%	-4%	11%	8%
